Screens from PubChem.
Hck Nef HTS: inhibitors of human Hck kinase activated by Nef | P08631 | Recombinant Hck-YEEI plus Nef, Z-Lyte FRET kinase assay | inhibition, % at 20 µM | 0.68% of 220,000 active | AID 463187;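 active = Hck-Nef kinase inhibition above about 50%, limit read from the data; inactive = inhibition below that limit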;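 also: 0% = DMSO with Hck plus Nef and 100% = Hck alone without Nef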
Wee1 degr inh: inhibitors of human Wee1 degradation. 1.2% of 220,000 active. reporter increase, % at 5 µM. P30291. AID 1321. HeLa Luc-Wee1K328M stability, luciferase luminescence; 100% = proteasome inhibitor MG132 effect;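 active = activation above the mean of all tested compounds plus 3 SD, set per screening run, cut at about 8.8% in these data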;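 also: cells exposed to compound for 20 h before luminescence read; 0% = DMSO alone and 100% = MG132 at 30 µM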
KLK5 inh: inhibitors of human kallikrein 5; Q9Y337; recombinant hK5, fluorogenic AMC substrate cleavage; inhibition, % at 5 µM; 0.59% of 210,000 active; AID 873;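 active = inhibition of 40% or more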;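 also: 0% = enzyme controls without compound and 100% = no-enzyme blanks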
Target sequence (Q9Y337 67-293 limits assumed): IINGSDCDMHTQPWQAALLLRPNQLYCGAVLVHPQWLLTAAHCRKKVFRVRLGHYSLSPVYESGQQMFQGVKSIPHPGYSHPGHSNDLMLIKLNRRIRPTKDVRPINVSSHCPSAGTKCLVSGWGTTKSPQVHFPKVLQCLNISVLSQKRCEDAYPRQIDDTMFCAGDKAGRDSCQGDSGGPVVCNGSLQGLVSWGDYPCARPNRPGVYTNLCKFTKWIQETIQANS
Runt-SMMHC FRET: blocks binding of human RUNX1 Runt domain to CBFb-SMMHC. Q01196+Q13951. Cerulean-Runt/Venus-CBFb-SMMHC FRET ratio 530/480, 1 h. inhibition, % at 20 µM. 0.74% of 220,000 active;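 active = mean inhibition across duplicate retests at 20 µM reaching about 50%, limit read from the data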;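 also: 0% = DMSO wells and 100% = wells with excess untagged CBFb-SMMHC; inhibitors lower the FRET ratio by blocking Runt binding to CBFb-SMMHC; some results filed as inactive read as strong as hits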
FXIIa inh: inhibitors of human coagulation factor XIIa; P00748; purified FXIIa, Boc-QGR-AMC fluorogenic substrate, 2 h; inhibition, % at 5 µM; 0.3% of 220,000 active; in the data active = inhibition above about 40%;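 also: 0% = enzyme with no compound and 100% = blank without enzyme; many of its hits are not listed in these tables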
14-3-3 Bad PPI: disrupts binding of bovine 14-3-3 zeta to phospho-Bad peptide; TR-FRET 14-3-3zeta/Dy647-pBad peptide displacement, 1 h; inhibition, % at 21.7 µM; 0.71% of 220,000 active; AID 781;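 active = inhibition above about 70%, limit read from the data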;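 also: 0% = full 14-3-3 plus peptide FRET controls and 100% = background without 14-3-3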
Target sequence (P63103 whole entry, looked up): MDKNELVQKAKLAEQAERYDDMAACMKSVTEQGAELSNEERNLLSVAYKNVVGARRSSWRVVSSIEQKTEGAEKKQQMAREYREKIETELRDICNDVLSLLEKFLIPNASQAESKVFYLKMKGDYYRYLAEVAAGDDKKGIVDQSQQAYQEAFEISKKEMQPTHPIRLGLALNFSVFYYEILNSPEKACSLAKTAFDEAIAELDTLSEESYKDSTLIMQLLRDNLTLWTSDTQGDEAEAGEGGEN
FXIa inh 1536: inhibitors of human coagulation factor XIa | AID 798 | P03951 | purified FXIa, Boc-Glu-Ala-Arg-AMC fluorogenic substrate | inhibition, % at 5 µM | 0.14% of 220,000 active;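 active = inhibition of at least 40%; inactive = inhibition below 40%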;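 also: fluorescence of freed AMC excited at 355 nm; 0% = enzyme without compound and 100% = no enzyme blank; many of its hits are not listed in these tables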
Target sequence (P03951 19-387 limits assumed): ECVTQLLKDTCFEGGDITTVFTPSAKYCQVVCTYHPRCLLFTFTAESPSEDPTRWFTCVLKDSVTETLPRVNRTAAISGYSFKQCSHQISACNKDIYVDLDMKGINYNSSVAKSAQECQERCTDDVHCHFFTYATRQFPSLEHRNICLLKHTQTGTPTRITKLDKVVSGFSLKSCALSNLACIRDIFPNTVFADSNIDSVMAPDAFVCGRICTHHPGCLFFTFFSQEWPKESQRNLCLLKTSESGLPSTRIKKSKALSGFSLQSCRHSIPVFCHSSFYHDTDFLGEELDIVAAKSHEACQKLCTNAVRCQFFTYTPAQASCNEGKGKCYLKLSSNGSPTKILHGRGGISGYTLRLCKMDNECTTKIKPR
Target sequence (P03951 388-625 limits assumed): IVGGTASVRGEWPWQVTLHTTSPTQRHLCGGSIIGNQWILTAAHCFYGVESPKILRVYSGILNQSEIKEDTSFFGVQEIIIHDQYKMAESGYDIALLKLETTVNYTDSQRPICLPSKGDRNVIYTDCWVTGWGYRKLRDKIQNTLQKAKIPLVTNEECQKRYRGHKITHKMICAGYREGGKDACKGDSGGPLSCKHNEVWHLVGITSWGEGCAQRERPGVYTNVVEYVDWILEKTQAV
Runt-CBFb FRET: blocks binding of human RUNX1 Runt domain to CBFb. Q01196+Q13951. Cerulean-Runt/Venus-CBFb FRET ratio 530/480, 1 h. inhibition, % at 20 µM. 0.46% of 220,000 active;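 active = inhibition over about 50% at 20 µM in the single-dose screen, limit read from the data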;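 also: 0% = DMSO wells and 100% = excess unlabeled CBFb competitor control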
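Assay system: Cerulean-tagged RUNX1 Runt domain (FRET donor) fusion protein / Amount: 100 nM each of Venus-CBFb and Cerulean-Runt domain / Medium: Tris buffer pH 7.5 with salts and BSA / Also added: Venus-CBFb 100 nM / Schedule: 1 h complex formation plus 1 h compound treatment, room temperature / Signal: FRET fluorescence / Read-out: loss of energy transfer signal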
Thrombin inh: blocks human thrombin protease activity | AID 1046 | 0.26% of 220,000 active | inhibition, % at 5 µM | alpha-thrombin, Boc-VPR-AMC fluorogenic substrate cleavage | P00734;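 active = inhibition at or above 40%; inactive = inhibition below 40%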;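 also: 0% = enzyme with no compound and 100% = wells without enzyme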
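System – human alpha-thrombin protein · Reagent – Boc-VPR-AMC substrate, 15 µM final · Compound – 5 µM single dose in 0.2% DMSO · Schedule – reaction at room temperature · Technique – AMC fluorescence at 355 nm excitation and 460 nm emission · Read-out basis – % inhibition relative to enzyme controls and enzyme-free blanks · Control set – no-compound enzyme wells and no-enzyme blanks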
* hit, by the source's call; / = no result given; [ ] = dose if it differs, or a comment.

SMILES	Hck Nef HTS	Wee1 degr inh	KLK5 inh	Runt-SMMHC FRET	FXIIa inh	14-3-3 Bad PPI	FXIa inh 1536	Runt-CBFb FRET	Thrombin inh
CC(C)Cc1cc(C(=O)Nc2c(F)cc(F)cc2Br)no1	14.8	6.0	-8.7	-2.0	12.9	9.4[fluorescence artefact?]	6.1	-1.6	-0.5
Cc1noc(C)c1COC(=O)c1ccc(F)c(S(=O)(=O)N2CCCCC2)c1	15.0	-0.1	-8.7	2.9	8.4	-15.9	-2.9	-0.9	5.1
COc1ccc(NC(=O)C(c2cc3c(cc2[N+](=O)[O-])OCO3)N2CCN(C=O)CC2)cc1 (stereo not given)	1.0	-0.7	-6.5	7.2	15.9	-3.0	8.0	4.1	0.9
COc1cc(/C=N\NC(=O)c2ccc(Cn3nc([N+](=O)[O-])c(Cl)c3C)o2)ccc1O	5.0	-0.4	-8.8	-1.6	29.4	8.6[fluorescence artefact?]	25.6	3.6	4.0
CC1COc2ccccc2N1S(=O)(=O)c1ccccc1 (stereo not given)	22.8	2.5	-0.3	2.7	12.2	-13.7	4.0	0.6	4.5
C=CCn1c(SCC(=O)OC)nc2sc3c(c2c1=O)CCN(C)C3	-1.0	1.7	21.8	-9.3	-9.9	8.8[fluorescence artefact?]	-8.0	1.1	3.5
C[C@]12CC[C@@H]3c4ccc(O)cc4CC[C@H]3[C@@H]1CC[C@@H]2OC(=O)CCC(=O)O	-1.0	-0.9	-4.8	5.6	0.7	12.9	-4.9	1.8	/
CC1=C(C(=O)N2CCCC(CCC(=O)NCc3ccccc3F)C2)OCCO1 (stereo not given)	17.9	-0.1	-2.0	0.6	10.5	-3.6	-3.1	0.5	-5.3
CC(C)(C)NC(=O)CCc1nnc(Cc2c[nH]c3ccccc23)o1	20.5	0.1	2.7	-0.3	11.6	-9.6	0.7	2.0	-8.8
O=C1CCCN1CC1CCCN(Cc2nc(COc3ccccc3)no2)C1 (stereo not given)	22.6	-1.9	-9.1	-0.9	4.3	-4.7	-2.9	-1.4	-8.7
CCNc1nc(NCC)nc(N(C#N)CCOc2ccccc2)n1	-2.5	-2.6	-1.8	-3.1	12.6	-20.5	-3.4	0.2	7.3
CCOc1ccc(-n2c(Cc3cc(=O)[nH]c(=O)[nH]3)nnc2SCC(=O)OC)cc1	-0.2	0.1	-0.5	-2.5	18.6	2.4	7.5	0.1	-2.7
CC1CCc2c(sc(/N=C/c3cccnc3)c2C(N)=O)C1 (stereo not given)	23.1	5.2	-1.4	-4.1	7.1	-1.2	-0.2	7.6	-3.6
CCN(CC)C(=O)Cn1c(=O)n(CCCC(=O)NCc2ccccc2)c(=O)c2sccc21	17.1	-0.8	1.3	4.0	9.8	-14.5	2.3	-0.9	-6.8
C=CCn1c(N)c(C(=O)OC(C)CC)c2nc3ccccc3nc21 (stereo not given)	30.1	-1.5	-13.5	122.9*	-18.0	0.6	-19.7	66.0*	-2.0
CN(C)S(=O)(=O)c1cccn1-c1ncc(C(F)(F)F)cc1Cl	-16.0	0.9	13.1	6.4	14.2	4.9	2.6	0.1	1.4
O=C(CN(C(=O)c1cccc([N+](=O)[O-])c1)C1CCCCC1)Nc1ccc(Cl)c([N+](=O)[O-])c1	1.8	0.7	-11.4	5.1	12.7	-4.2	9.1	1.6	-1.7
COc1ccc(NC(=O)CSc2ncnc3c2sc2ccccc23)c(OC)c1	1.8	-0.7	-9.4	-1.9	7.0	17.8	-2.3	2.4	0.2
CCCCC(=O)O[C@H]1CC[C@H]2[C@@H]3CCc4cc(O)ccc4[C@H]3CC[C@]12C	-3.3	1.1	-12.1	0.6	8.7	-1.8	1.2	-1.7	/
COc1ccc(C2CC(=O)C3=C(C2)Nc2ccccc2N(C(=O)C2CC2)C3c2cccnc2)cc1OC (stereo not given)	0.7	-1.4	4.4	4.7	-3.5	-2.8[fluorescence artefact?]	-2.4	1.0	2.0
C=CCn1c(SCc2cc(=O)n3ccsc3n2)nnc1C1CCCCC1	7.2	0.1	0.4	-5.5	6.6	-24.0	2.1	-2.1	0.3
OC1=C(O)c2nc3ccccc3nc21	2.8	2.6	-13.3	2.8	11.6	-5.9[fluorescence artefact?]	0.8	-2.2	-6.8
CC1=C(C(=O)Nc2ccc(Cl)cc2)C2(CCCCC2)C(C(N)=O)C(=S)N1 (stereo not given)	-9.3	0.3	-15.6	-2.3	26.1	-0.8	19.0	1.7	0.5
O=C(NNS(=O)(=O)c1ccccc1[N+](=O)[O-])c1cccc(Cl)c1	0.5	-1.0	1.0	1.1	7.2	5.7	8.8	1.5	-3.0
Cc1nn2c(C(F)(F)F)c3c(nc2c1-c1ccccc1)CCC3	21.2	5.9	2.1	-7.2	7.6	-1.4	-3.8	1.3	-13.9
Cc1cc(-n2c(SCCC#N)nnc2-c2cccnc2)ccc1Cl	-15.3	3.8	13.0	-2.6	12.7	4.7	7.4	-1.6	0.9
COc1ccc(/C=C(\C#N)C(=O)OCC(=O)NC2CC2)cc1	-4.2	0.9	-1.6	0.8	11.6	2.8	7.4	0.1	-2.0
c1ccc(Cn2c(CN3CCCC3)nc3ccccc32)cc1	-0.2	5.2	2.7	-1.1	17.2	3.7	3.9	/	1.8
CC(=O)c1c(N2CCN(Cc3ccccc3)CC2)nc(=S)n(-c2ccccc2)c1C	0.0	-1.3	-0.6	98.0*	9.6	-2.8	-6.5	46.2	-17.4
Cc1ccc(S(=O)(=O)C(C#N)c2nc3ccccc3nc2N2CCC(C)CC2)cc1 (stereo not given)	-2.2	-1.4	-13.4	-37.7	22.4	28.9	10.4	-11.0	28.2
CSc1ncc2c(n1)-c1cc(C)ccc1SC2	-3.4	-3.0	-7.8	1.3	13.3	9.6	2.7	-2.3	19.9
COC(=O)c1cccc(NC(=O)Cn2nnc3ccccc32)c1	-0.2	-3.2	-21.5	-1.9	-8.6	-3.1	-7.1	-2.2	-8.4
CSc1nnc2c(n1)OC=Nc1ccc(Br)cc1-2	12.8	-2.8	4.3	0.2	11.5	5.4	2.1	-1.9	1.8
Cc1ccc(NC(=O)n2ccc(-c3ccc(-n4ccnc4)cc3)n2)cc1	31.0	0.8	0.2	-2.7	8.0	-14.8	-2.8	0.5	-4.9
CCOC(=O)c1csc(-c2snnc2C)n1	-5.4	-1.7	2.3	-3.0	3.6	-6.6	0.3	-0.6	-1.5
OCCC1CN(Cc2ccc(Oc3ncccn3)cc2)CCN1C1CCCC1 (stereo not given)	4.3	2.3	/	-1.1	5.9	-11.5	-1.9	-2.2	1.8
O=C(O)CCCC(=O)Nc1nc(-c2ccc(F)cc2)cs1	2.5	1.7	8.2	-7.3	10.7	2.8	5.8	-1.2	-0.8
CCc1nnc(NC(=O)C(C)Sc2ccccc2)s1 (stereo not given)	0.9	0.5	-6.3	-0.2	18.6	0.4	8.0	-0.4	2.8
Cn1c(=O)oc2cc(S(=O)(=O)NCc3ccccc3)ccc21	0.3	-2.8	-20.3	-3.3	5.2	-9.7	0.2	0.8	-0.8
O=C1CN(c2nc(-c3ccccc3)c3cc(Cl)ccc3n2)c2ccccc2N1	2.7	-0.3	-2.8	-68.4	4.7	3.4	5.9	-23.9	-1.2
Cc1cc(=O)n(C)c(=O)n1CCCCCCOc1cccc([N+](=O)[O-])c1	2.3	3.5	-0.9	0.4	8.7	-7.1[fluorescence artefact?]	-1.3	-1.7	-4.5
CCNC(=O)COC(=O)c1ccc(S(=O)(=O)N2CCCCCC2)cc1	-0.4	3.0	-6.2	2.4	4.9	-12.4[fluorescence artefact?]	-1.4	2.3	-0.7
C/C(=N\NC(=O)CCn1nnc2ccccc21)c1ccco1	1.4	1.8	-1.8	-2.1	3.4	-7.1	8.0	0.6	-0.5
O=C(NCC1CCCO1)C(c1ccncc1)N(Cc1cccs1)C(=O)CN1C(=O)c2ccccc2S1(=O)=O (stereo not given)	18.8	1.7	-6.4	-2.1	7.3	-10.6	-1.6	0.5	-13.4
CCn1c(SCC(=O)Nc2ccccc2-c2ccccc2)nnc1-c1ccoc1C	-0.1	-3.6	-13.3	0.1	31.6	-2.0	14.0	-0.7	1.8
O=C(Nc1ncnc2sc3c(c12)CCCCC3)c1ccc(F)cc1	2.1	3.0	6.4	0.3	47.4*	-0.2	13.5	1.0	-1.7
COCc1c(C(N)=O)nnn1-c1nonc1N	-0.9	-0.3	-16.2	-3.7	10.9	0.2[fluorescence artefact?]	3.9	0.6	-1.8
O=C(Cc1ccc(Cl)cc1)Nc1ccccc1Sc1ccccc1	3.9	-1.2	-9.3	-0.8	8.8	-18.5	0.4	-1.3	-1.4
CC(C)NC(=O)CCn1c(=S)oc2ccccc21	8.6	-1.8	6.3	1.3	17.0	12.3	9.5	-1.3	28.9
Cc1ccc(Oc2nsnc2N2CCOCC2)cc1	-0.6	-1.8	-6.2	0.7	18.4	5.7	1.1	-2.2	2.5

Given with bars between the fields: part of the list above
structure | Hck Nef HTS | Wee1 degr inh | KLK5 inh | Runt-SMMHC FRET | FXIIa inh | 14-3-3 Bad PPI | FXIa inh 1536 | Runt-CBFb FRET | Thrombin inh
CCNc1nc(NCC)nc(N(C#N)CCOc2ccccc2)n1 | -2.5 | -2.6 | -1.8 | -3.1 | 12.6 | -20.5 | -3.4 | 0.2 | 7.3
CCOc1ccc(-n2c(Cc3cc(=O)[nH]c(=O)[nH]3)nnc2SCC(=O)OC)cc1 | -0.2 | 0.1 | -0.5 | -2.5 | 18.6 | 2.4 | 7.5 | 0.1 | -2.7

More results follow.
SMILES	Hck Nef HTS	Wee1 degr inh	KLK5 inh	Runt-SMMHC FRET	FXIIa inh	14-3-3 Bad PPI	FXIa inh 1536	Runt-CBFb FRET	Thrombin inh
COc1ccc2c(c1)CCc1c(C(=O)N3CCCC3)noc1-2	0.3	-0.6	5.1	-2.4	19.2	6.4	3.9	-4.0	4.4
CN(C)S(=O)(=O)N1CCN(C(=O)N(c2ccccc2)c2ccccc2)CC1	12.6	-2.3	0.3	1.7	6.0	-5.4[fluorescence artefact?]	2.8	-1.5	2.4
CS(=O)(=O)N1CCCC(C(=O)NCCc2ccccc2)C1 (stereo not given)	-5.9	0.7	2.5	-4.5	11.3	-10.8	0.0	1.8	-6.3
c1coc(CNCCCN2CCOCC2)c1	1.3	0.1	-6.0	-4.1	15.8	-3.2[fluorescence artefact?]	1.7	-1.6	2.0
O=C1N/C(=C/c2cccn2-c2ccccc2)C(=O)N1c1cccc(Cl)c1	0.4	-1.3	-10.0	-71.6	-3.1	-13.8	-9.6	0.0	-7.9
COc1cc(CNC(=O)OCC(C)C)cc(OC)c1OC	-0.9	2.1	-4.2	-0.5	-4.2	0.5	-1.2	-2.0	2.0
Cc1ccccc1C(=O)NC1CC2CCC(C1)N2Cc1ccccc1 (stereo not given)	19.2	0.4	4.2	-0.3	1.4	-11.2	-4.6	-1.2	-8.7
Cc1cc(C)n(-c2nc3ccccc3c(=O)n2OCCOc2ccccc2)n1	-0.6	-3.3	3.5	-6.1	22.2	-5.0[fluorescence artefact?]	13.6	-2.8	0.2
C/C(=N\NC(=O)c1ccccc1NC(=O)c1ccc(Cl)cc1)c1ccncc1	24.8	-2.9	-4.7	1.0	8.1	-13.0	-0.2	-2.5	5.5

An unsorted share of the library; overall some 4.2% were active at least once.
